PLC-beta3 inh – PLC-beta3 (human) inhibition, primary screen; AID 720704; Q01970; Purified PLC-beta3, fluorogenic substrate, fluorescence; actives 0.18% (n = 370,000); inhibition, % at 12.2 µM; in the data active means inhibition above about 11%;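 further: 0% = median of compound wells on plate and 100% = full blocker control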
MBD2 inh – inhibitors of human MBD2 binding to methylated oligonucleotide; Q9UBB5; TR-FRET; inhibition, % at 4.4 µM; actives 0.31% (n = 370,000); AID 686964; in the data active means inhibition above about 13%
Rev-erbA mod – Rev-erb alpha (human) modulation | activity, % at 10 µM | Rev-erbα–FITC-DNA binding, fluorescence polarization, 90 min | actives 0.79% (n = 370,000) | AID 1259318;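 active means activity above about 14%, limit read from the data; passing the limit was not always enough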;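 further: 0% = DMSO wells with 35 nM protein and 100% = DMSO wells with 750 nM protein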
ssDAF12 agonist – activates DAF-12 receptor from parasite S. stercoralis; actives 1% (n = 370,000); activation, % at 6.8 µM; HEK293 ssDAF-12/GRIP1 lit1-tk-luc reporter, luminescence; % of 3 µM dafachronic acid response;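 active means activation above the mean over all tested compounds plus 3 SD, cut at about 0.9% in these data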;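 further: 0% = DMSO-only wells and 100% = 3 µM delta7-dafachronic acid wells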
hgDAF12 agonist – hgDAF-12 agonism, primary luciferase screen. actives 1.8% (n = 370,000). HEK293 GAL4-hgDAF12 UAS-luciferase reporter, agonist luminescence; normalized to butyrate control. AID 687014. activation, % at 6.8 µM;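 active means activation above a cutoff set at the mean of all screened compounds plus 3 SD, cut at about 10% in these data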;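 further: 0% = DMSO wells and 100% = sodium butyrate wells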
SMARCA2 activ – increases SMARCA2 function in MMTV reporter cells. activation, % at 9.1 µM. MG213 cells, MMTV-luciferase reporter, dexamethasone, overnight. actives 1% (n = 370,000). AID 652017; in the data active means activation above about 7.8%;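 further: 0% = vehicle wells and 100% = reference activator wells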
DAX1 inh-1 – DAX1 (NR0B1) inhibition, primary screen; HEK293T StAR-luciferase reporter, SF-1/DAX-1 repression relief; inhibition, % at 6.8 µM; actives 1.1% (n = 370,000); AID 652010;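 active means inhibition above the mean over all tested compounds plus 3 SD, cut at about 3.6% in these data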;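 further: 0% = DAX-1 cells with DMSO and 100% = cells lacking DAX-1 with DMSO; higher inhibition means more luminescence from relief of DAX-1 repression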
PLCg1 inh – inhibitors of human phospholipase C gamma1; inhibition, % at 12.2 µM; actives 0.84% (n = 370,000); purified PLC-gamma1, fluorogenic substrate, fluorescence; P19174; AID 720700; in the data active means inhibition above about 9.5%
Target sequence (P19174 whole entry, looked up): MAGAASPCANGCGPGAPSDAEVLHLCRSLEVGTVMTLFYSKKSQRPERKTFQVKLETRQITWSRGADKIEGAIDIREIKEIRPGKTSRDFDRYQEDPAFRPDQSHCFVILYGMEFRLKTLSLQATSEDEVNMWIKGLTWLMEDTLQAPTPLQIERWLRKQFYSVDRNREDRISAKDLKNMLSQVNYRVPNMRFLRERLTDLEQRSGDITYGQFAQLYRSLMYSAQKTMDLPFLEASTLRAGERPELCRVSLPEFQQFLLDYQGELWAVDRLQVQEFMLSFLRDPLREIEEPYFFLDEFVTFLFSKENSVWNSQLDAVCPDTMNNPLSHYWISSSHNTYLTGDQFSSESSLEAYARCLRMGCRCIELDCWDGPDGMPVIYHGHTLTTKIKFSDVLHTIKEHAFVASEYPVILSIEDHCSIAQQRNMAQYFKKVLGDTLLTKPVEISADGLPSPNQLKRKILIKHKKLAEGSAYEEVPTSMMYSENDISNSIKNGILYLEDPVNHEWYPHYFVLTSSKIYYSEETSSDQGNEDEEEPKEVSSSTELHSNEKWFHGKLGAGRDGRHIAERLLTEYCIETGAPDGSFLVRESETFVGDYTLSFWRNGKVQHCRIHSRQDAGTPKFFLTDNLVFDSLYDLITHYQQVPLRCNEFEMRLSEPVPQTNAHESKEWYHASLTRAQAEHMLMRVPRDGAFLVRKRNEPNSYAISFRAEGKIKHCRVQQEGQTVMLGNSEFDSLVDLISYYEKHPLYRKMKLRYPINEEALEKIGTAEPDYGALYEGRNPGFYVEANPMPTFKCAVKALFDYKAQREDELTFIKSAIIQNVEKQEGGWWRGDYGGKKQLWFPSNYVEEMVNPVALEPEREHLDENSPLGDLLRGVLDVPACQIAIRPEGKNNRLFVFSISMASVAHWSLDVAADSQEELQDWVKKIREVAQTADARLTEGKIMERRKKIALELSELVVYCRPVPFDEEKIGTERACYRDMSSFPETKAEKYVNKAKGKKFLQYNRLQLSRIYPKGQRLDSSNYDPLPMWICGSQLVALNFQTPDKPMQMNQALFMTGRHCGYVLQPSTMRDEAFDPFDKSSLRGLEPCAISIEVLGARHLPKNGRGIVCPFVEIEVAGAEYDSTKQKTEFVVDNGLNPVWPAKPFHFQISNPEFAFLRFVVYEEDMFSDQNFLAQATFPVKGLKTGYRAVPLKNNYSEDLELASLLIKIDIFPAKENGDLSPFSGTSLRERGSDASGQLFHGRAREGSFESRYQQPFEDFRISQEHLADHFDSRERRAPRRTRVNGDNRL
hcDAF-12 act – H. contortus DAF-12 activation, primary screen | activation, % at 6.8 µM | AID 652067 | HEK293 hcDAF-12 lit1-tk-luc reporter, luminescence; 0% DMSO, 100% Δ7-dafachronic acid | actives 1.4% (n = 370,000);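 active means activation above the mean of all tested compounds plus 3 SD, cut at about 5.5% in these data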;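 further: 100% = response to 3 µM Δ7-dafachronic acid high control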
DAX1 inh-2 – NR0B1 (DAX1) inhibition; P51843; HEK293 Gal4-DAX1 luciferase reporter, luminescence; inhibition, % at 6.75 µM; actives 0.99% (n = 340,000); AID 504766;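 active means inhibition above the mean over all tested compounds plus 3 SD, cut at about 4.2% in these data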;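 further: 0% = DAX1-transfected cells with DMSO and 100% = empty-vector control cells with DMSO; inhibition shows as a rise in luminescence from relieved DAX1 repression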
ADAM17 inh – inhibitors of human ADAM17; P78536; recombinant ADAM17, EDANS/DABCYL FRET peptide cleavage; inhibition, % at 6.95 µM; actives 0.83% (n = 370,000);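 active means inhibition above the mean of compounds lying between control limits plus 3 SD, set per campaign, cut at about 8.5% in these data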;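 further: 0% = DMSO-only wells as the low control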
An asterisk follows results filed as active; . = no result given.

Sequence of screens – PLC-beta3 inh	MBD2 inh	Rev-erbA mod	ssDAF12 agonist	hgDAF12 agonist	SMARCA2 activ	DAX1 inh-1	PLCg1 inh	hcDAF-12 act	DAX1 inh-2	ADAM17 inh
CCOc1ccc(NC(=O)CSCc2cnn(-c3ccccc3)c2-n2cccc2)cc1
→ -4.6	4.5	2.1	-1.1	1.0	-1.6	-0.2	10.1*	0.1	2.2	0.7
O=C(CNC(=O)c1cc(-c2ccccc2)nn1-c1ccccc1)Nc1ccccc1Br
→ -7.3	-9.0	-5.4	-0.9	1.5	-3.3	-0.3	-0.2	-0.8	0.5	-3.0
COc1cc(/C=C2\SC(c3ccc(C)cc3)=NC2=O)ccc1O
→ -2.3	-2.4	.	-1.5	0.0	-0.7	-0.3	-1.5	-0.8	-0.9	7.6
O=C(/C=C1\SC(=O)N(CC(=O)Nc2ccc(Cl)cc2)C1=O)Nc1ccc(F)cc1
→ 0.9	-1.2	-8.9	-0.8	4.5	-3.5	-0.1	-2.8	-0.8	-0.1	0.1
CCCc1nc(NCc2ccc3c(c2)OCO3)c2nnn(Cc3ccccc3Cl)c2n1
→ 3.2	-2.0	4.6	-0.2	-0.9	0.7	1.1	-1.9	0.4	-0.5	-5.0
N#Cc1nc(COc2ccccc2F)oc1N1CCCCCC1
→ 0.0	5.3	-1.6	-1.3	-3.1	-2.8	0.8	0.7	0.3	-0.1	3.8
CN(C)c1ccc(/C=C(\NC(=O)c2ccccc2)C(=O)NCc2cccnc2)cc1
→ -26.6	1.1	3.1	-0.2	-0.6	-1.7	-0.6	-14.6	-1.4	-1.6	-2.8
O=C(CNC(=O)c1ccc([N+](=O)[O-])cc1)N/N=C\c1ccc(OC(=O)c2ccccc2)cc1
→ -1.6	0.3	-3.2	-1.1	-1.1	-3.8	-0.4	-3.1	-0.5	-0.2	-3.0
O=C(C1=NOC2(C1)C(=O)N(Cc1ccccc1)c1ccccc12)N1CCOCC1 (stereo unspecified)
→ 1.5	-2.8	-3.5	-1.1	0.6	6.2	-1.2	2.6	-1.6	.	-0.4
COc1ccc(CC(NC(C)=O)C(=O)NC2CCN(c3c(Cc4ccccc4)c(C)nc4ncnn34)CC2)cc1OC (stereo unspecified)
→ -1.2	3.2	-0.7	-0.7	2.4	-2.4	-0.8	-2.4	-0.6	.	-4.1
CCOC(=O)c1c(C)[nH]c(C(=O)COC(=O)C2CC2)c1C
→ 1.1	-5.3	1.3	-1.0	6.5	6.9	5.2*	-0.3	0.6	-0.3	-2.0
Cc1ccc2[nH]c(=O)c(CC(=O)O)c(-c3ccccc3)c2c1
→ -11.8	-0.1	2.2	-1.1	0.3	0.2	0.1	-4.9	4.5	-0.5	-16.1
Cc1ccc(Cl)cc1NC1=NC(=S)N(C(C)C)C12CCCCC2
→ 2.8	0.1	-3.1	-1.3	1.0	-0.5	0.2	3.4	-1.1	1.0	-3.1
CCc1ccc(Oc2cc(C)nc(N)n2)cc1
→ 2.1	2.9	-1.4	-0.4	10.7*	-1.5	2.2	1.7	2.1	1.1	-10.0
CC1(C)OC(=O)C(=NNc2ccccc2)C(=O)O1
→ 2.0	3.0	-4.3	-0.3	-1.2	0.0	-1.0	1.8	-1.4	0.2	2.6
CCn1c(=O)cc(SCC(=O)NCc2cccnc2)c2ccccc21
→ -0.5	-2.8	-2.6	-1.8	-3.3	2.7	-0.2	-0.2	0.6	-0.3	-14.2
CCOCC(=O)Nc1cc(C(=O)OC)cc(C(=O)OC)c1
→ -0.7	4.1	5.6	-0.7	0.3	-0.5	-0.2	-2.7	0.1	1.5	-3.2
FC(F)(F)c1cccc(NC(=S)N(CCCN2CCCC2)Cc2cccn2Cc2ccc(Cl)cc2)c1
→ 0.4	0.4	3.4	-1.8	-3.3	-4.7	0.4	3.9	-1.8	0.0	-3.8
COc1ccc(N=C2SCC(=O)N2c2ccc(OC)cc2)cc1
→ -2.5	0.3	-1.5	-1.1	0.2	-0.3	-0.5	1.0	-1.4	-0.4	-3.9
Cc1ccc(-c2csc3ncnc(-n4nnc5ccccc54)c23)cc1C
→ -14.1	6.0	4.8	-1.1	-1.3	-0.7	-0.6	-15.0	-3.7	2.0	-4.7
C[C@@H]1CN([C@@H](C)CO)S(=O)(=O)c2ccc(Br)cc2O[C@H]1CN(C)Cc1ccccn1
→ 0.8	-0.6	0.6	-0.9	0.6	0.4	-0.5	1.7	-0.1	-1.5	1.1
C=CCOc1ccccc1CN1CCC(n2nccc2NC(=O)c2ccccc2)CC1
→ -3.1	-4.1	-1.4	-0.8	-0.5	-1.5	0.4	1.4	0.2	-0.6	-0.4
CCOc1ccc(NC(=O)Nc2ccc3nccnc3c2)cc1
→ -18.6	-0.9	4.0	-1.1	1.4	1.8	-0.8	-18.2	-2.4	0.4	-5.4
COC(=O)c1ccc(SCC(=O)NC2CCCC2)c([N+](=O)[O-])c1
→ 1.5	-3.8	-1.0	-1.3	-3.1	-3.1	0.0	0.3	-1.3	-0.4	1.1
Cc1ccc(-c2nnc(SCC(=O)NCC3CCCO3)n2C)cc1 (stereo unspecified)
→ 0.1	3.6	-1.9	-1.5	0.5	1.0	-0.1	-0.5	-1.6	1.2	-7.3
COc1ccc(N2CCN(C(=O)CNS(=O)(=O)c3ccc(C)cc3)CC2)cc1
→ 3.4	0.9	1.6	-0.9	-2.6	-0.9	0.5	-0.5	-0.7	1.0	0.2
Cn1c(SCC(=O)N2CCOCC2)nc(O)cc1=O
→ -0.1	-1.3	4.8	-1.7	2.4	-2.0	0.3	-2.0	-0.4	0.4	-6.0
O=C(Nc1ccc(OC(F)(F)F)cc1)C1CC(=O)N(Cc2ccco2)C1 (stereo unspecified)
→ -6.2	0.8	-8.5	-1.4	3.4	-2.8	-0.2	-4.1	-0.1	1.6	-2.6
C#CCN(CC=C)C(=O)c1ccc2nc(C3CCCCC3)oc2c1
→ 0.1	-2.1	2.2	-0.9	-0.2	-3.5	-0.1	9.5*	-3.8	0.8	6.4
CC[n+]1ccc(C(=O)NCc2ccccc2)cc1
→ -18.6	4.7	-5.2	-0.6	-2.4	-4.0	-0.2	2.0	-2.0	-0.4	-5.3
CCCNC(=O)C1CNc2ccccc2O1 (stereo unspecified)
→ 1.7	-6.1	-2.6	-0.2	1.2	2.5	0.3	-0.7	2.3	1.2	-1.6
C/C=C(\C)C(=O)N[C@@H](C)CN1C2=NC[C@H](C(C)C)N2C[C@H]1Cc1ccc(OC)cc1
→ 1.3	-3.9	-2.6	-1.0	1.4	1.4	0.5	-1.4	0.5	0.1	-1.7
Cc1oc(-c2ccccc2)nc1CSc1nc2c(c(=O)[nH]1)CCC2
→ 0.3	3.0	-4.3	0.0	-0.3	0.0	0.2	3.5	0.1	2.0	-4.7
Cc1cccc(NC(=O)c2ccc(S(=O)(=O)N(C)CC3CCCO3)cc2)c1C (stereo unspecified)
→ -5.8	0.2	0.7	-1.3	-0.1	0.2	-1.3	-0.7	-2.0	-0.9	-0.4
COc1ccc2[nH]cc(CCNS(=O)(=O)c3ccccc3)c2c1
→ 0.2	1.7	2.3	-1.3	0.9	-2.2	-0.8	0.2	-0.8	0.6	0.3
NC(=O)c1ccccc1NC(=S)NC(=O)CCc1ccccc1
→ -4.8	2.6	-6.0	-0.7	-1.7	1.1	-1.6	-20.3	1.7	-0.5	-6.4
O=C(COc1ccc(S(=O)(=O)N2CCCC2)cc1Cl)NC1CCCC1
→ -0.2	5.8	3.2	-1.8	-2.6	-4.6	-1.2	13.0*	-1.6	1.8	0.9
O=C(N/N=C/C(Cl)=C/c1ccccc1)c1ccccn1
→ -12.8	-1.4	2.4	-0.5	15.3*	7.0	3.3	-3.7	4.3	2.9	-1.7
CC1CCCN(CCCNC(=O)c2coc3nc4ccccc4nc23)C1 (stereo unspecified)
→ -353.6	0.9	4.5	-1.0	2.2	3.1	-0.4	-302.1	-1.3	0.2	-460.1
Cn1c(=O)c2c(nc(NCCc3ccccc3)n2CC(=O)NCCc2ccccc2)n(C)c1=O
→ 2.8	3.4	0.7	-0.3	-1.4	-2.7	-0.7	3.7	2.1	-0.7	-1.7
CN(Cc1ccccc1)S(=O)(=O)c1cccc2cccnc12
→ -2.0	-4.3	3.0	-1.3	1.6	2.2	1.1	-3.5	-0.5	1.6	0.4
Nc1ccc(N2CCOCC2)c(Cl)c1
→ 1.6	-3.0	1.5	-0.5	0.4	5.7	0.4	5.0	1.4	-0.1	1.6
Cc1onc(-c2c(Cl)cccc2Cl)c1C(=O)NNc1ccccc1
→ -2.4	1.1	-0.7	-0.9	-3.1	1.1	-0.1	3.8	-1.3	0.2	0.2
Cc1ccc(O)c(Cn2nnc3ccccc32)c1
→ 0.5	6.0	0.0	-1.5	-3.8	0.0	-0.5	-1.0	-1.6	-1.4	-5.0
O=C(COc1ccccc1)Nc1nnc(-c2ccco2)o1
→ -7.2	-1.6	4.0	-0.8	-2.5	-0.4	-0.7	3.2	-0.7	1.8	-1.4
CCc1ccc(CN(C)CC(=O)Nc2ccccc2[N+](=O)[O-])cc1
→ -95.0	0.9	-1.5	-0.5	0.5	-1.7	0.9	0.7	2.4	0.5	3.6
Cc1nc(C)n(C(C)CNC(=O)c2cccc(Br)c2)n1 (stereo unspecified)
→ -6.2	1.3	-4.8	-1.5	0.1	-3.4	0.5	0.3	-0.4	1.9	-5.7
Cc1cccc(COCCN2CCN(S(=O)(=O)c3ccccc3)CCC2=O)c1
→ 1.3	0.2	0.9	-1.3	-0.7	0.3	-0.6	-0.8	-1.5	-0.5	-2.2
S=C(Nc1ccc(Oc2ccccc2)cc1)NC1CCCC1
→ -1.1	-1.9	-1.2	-1.1	1.2	-0.3	0.6	0.2	-0.1	0.0	1.5
